TNAP act hi DEA = TNAP activators at high phosphate acceptor level, primary screen, biochemical, luminescence, uHTS | Alkaline phosphatase, tissue-nonspecific isozyme (Homo sapiens), P05186 | purified TNAP, CDP-star luminescence, 1 M DEA, 30 min; hits give high values; 0 = EDTA background, 1 = DMSO-only activity | activation factor at 20 µM | 200,000 tested, under 10 active;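 active means activation factor at least 2 at 20 µM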
Target sequence (P05186 whole entry, looked up): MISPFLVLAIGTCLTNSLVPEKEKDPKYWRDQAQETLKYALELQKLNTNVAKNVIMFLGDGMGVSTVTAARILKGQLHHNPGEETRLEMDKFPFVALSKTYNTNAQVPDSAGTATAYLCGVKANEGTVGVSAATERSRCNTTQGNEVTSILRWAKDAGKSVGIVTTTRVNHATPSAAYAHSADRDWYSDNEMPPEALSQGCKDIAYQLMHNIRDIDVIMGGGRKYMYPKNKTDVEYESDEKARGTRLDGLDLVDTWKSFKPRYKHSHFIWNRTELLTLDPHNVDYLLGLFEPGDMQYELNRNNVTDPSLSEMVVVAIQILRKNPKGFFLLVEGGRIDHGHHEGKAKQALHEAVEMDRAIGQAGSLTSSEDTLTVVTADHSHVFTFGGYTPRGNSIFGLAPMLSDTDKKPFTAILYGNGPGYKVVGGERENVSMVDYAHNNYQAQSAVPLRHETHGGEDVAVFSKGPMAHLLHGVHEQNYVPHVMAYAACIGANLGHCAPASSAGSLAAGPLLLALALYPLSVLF
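Test system – human TNAP · Doses – 20 µM single point · Incubation – 30 min, room temperature · Signal – luminescent substrate turnover signal · Read-out basis – activation factor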
Diaphorase inh = diaphorase inhibitors and chemical oxidizers, primary screen, counter-screen for diaphorase-coupled primary assays, biochemical, uHTS, resorufin fluorescence. diaphorase resazurin-to-resorufin fluorescence, NADH, 16 min; bacterial (C. kluyveri) enzyme, not human. inhibition, % at 20 µM. 0.69% of 190,000 active. AID 1217, 2008;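 active means primary screen inhibition at 20 µM above a set limit, cut at about 50% in these data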;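 further: plate controls were DMSO with full reaction for no effect and wells lacking NADH for full effect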
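Assay system – diaphorase enzyme from Clostridium kluyveri · Amount – diaphorase 0.14 U/mL (working solution) · Times – reaction incubation of 16 min at room temperature · Controls – No-NADH positive control and DMSO neutral control · Signal – resorufin fluorescence 544/590 nm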
bIAP inhibitor = bovine intestinal alkaline phosphatase inhibitors, primary screen, selectivity assay for TNAP inhibitor project, biochemical, bovine IAP, CDP-star luminescence. inhibition, % at 20 µM. purified bovine IAP, 30 min. 190,000 tested, under 10 active;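 active means over 50% inhibition of intestinal alkaline phosphatase at 20 µM in the single-dose screen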
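Assay system: bovine IAP enzyme; medium: DEA buffer 100 mM, pH 9.8, with MgCl2 1.0 mM, ZnCl2 0.02 mM; doses: 20 µM single dose; incubation: enzyme reaction for 30 min at room temperature; detection: CDP-star luminescence signal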
TNAP inh noacc = human TNAP enzyme inhibitors, primary screen, biochemical, luminescent, no phosphate acceptor, uHTS; Alkaline phosphatase, tissue-nonspecific isozyme (Homo sapiens), P05186; purified TNAP, CDP-star luminescence, 30 min; inhibition, % at 20 µM; 0.26% of 200,000 active;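 active means tissue-nonspecific alkaline phosphatase inhibition above about 50% at 20 µM in the single-dose screen, limit read from the data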;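 further: 0% = DMSO negative control and 100% = EDTA positive control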
Diaph act CS = compounds boosting diaphorase resazurin reduction – biochemical, uHTS, resorufin fluorescence, counter-screen for diaphorase-coupled primary assays, primary screen. Diaphorase/resazurin coupled assay, 16 min; hits give high values; 1 = vehicle wells, 0 = NADH-free wells. activation factor at 20 µM. 0.005% of 190,000 active. AID 1229, 2008;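 active means diaphorase activity raised at least twofold by the compound at 20 µM; inactive means activation factor below 2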
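Material: bacterial diaphorase enzyme (C. kluyveri); amount: enzyme 0.07 U/mL final; reagent: NADH substrate 0.114 mM plus resazurin dye 0.1 mM, final; doses: single compound dose of 20 µM, 1% DMSO final; timing: 16 min enzyme reaction, ambient temperature; measured by: fluorescence of resorufin, 544 nm excitation, 590 nm emission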
PMI act satM6P = human PMI activators, high substrate, primary screen, biochemical, fluorescence intensity, near-saturating mannose 6-phosphate; Mannose-6-phosphate isomerase (Homo sapiens), P34949; coupled PMI enzyme assay, resazurin fluorescence, 20 min; hits give high values; 1 = untreated enzyme, 0 = substrate-free blank; activation factor at 20 µM; 0.34% of 190,000 active; AID 1216, 2008;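 active means activation factor of 2 or more at 20 µM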
Target sequence (P34949 whole entry, looked up): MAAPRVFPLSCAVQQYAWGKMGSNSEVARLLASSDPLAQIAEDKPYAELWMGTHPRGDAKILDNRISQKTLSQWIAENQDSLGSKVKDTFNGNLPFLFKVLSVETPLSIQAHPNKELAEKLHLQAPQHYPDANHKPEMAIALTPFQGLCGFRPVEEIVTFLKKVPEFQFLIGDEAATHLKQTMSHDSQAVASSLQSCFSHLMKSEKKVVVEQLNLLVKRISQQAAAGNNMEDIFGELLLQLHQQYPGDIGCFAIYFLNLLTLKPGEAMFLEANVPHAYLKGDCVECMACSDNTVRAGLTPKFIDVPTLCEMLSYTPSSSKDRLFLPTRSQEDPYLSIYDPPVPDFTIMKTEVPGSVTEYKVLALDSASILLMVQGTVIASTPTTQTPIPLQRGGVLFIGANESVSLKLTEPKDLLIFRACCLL
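Technique: Diaphorase-driven resazurin-to-resorufin fluorescence, excitation 544, emission 590 nm | Assay system: Human PMI in coupled enzyme assay | Times: Enzyme reaction with compound 20 min at room temperature | Medium: HEPES-buffered pH 7.4 with magnesium and detergent | Reagent: Mannose-6-phosphate 1.0 mM (near-saturating) plus 0.22 mM NADP+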
TNAP inh hi DEA = human TNAP enzyme inhibitors, primary screen, biochemical, luminescent, high phosphate acceptor level, uHTS; Alkaline phosphatase, tissue-nonspecific isozyme (Homo sapiens), P05186; purified TNAP, CDP-star luminescence, 1 M DEA; inhibition, % at 20 µM; 0.03% of 200,000 active; AID 1135, 2008;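 active means over 50% inhibition of tissue-nonspecific alkaline phosphatase at 20 µM in the single-dose screen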;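 further: plate controls were DMSO wells for no effect and EDTA-quenched wells as full inhibition for full effect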
bIAP activator = bovine intestinal alkaline phosphatase activators, primary screen, biochemical, bovine IAP, CDP-star luminescence | purified bovine IAP, 30 min; hits give high values; fold of DMSO-control signal, blank-subtracted | activation factor at 20 µM | 0.17% of 200,000 active;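 active means activation factor of 2 or more at 20 µM, a signal rise over negative controls twice the positive control's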
PMI activator = activators of human PMI, primary screen, biochemical, fluorescence intensity, near-Km mannose 6-phosphate | purified human PMI, coupled resazurin fluorescence, 20 min; hits give high values; 1 = vehicle control, 0 substrate-free wells | Mannose-6-phosphate isomerase (Homo sapiens), P34949 | 0.005% of 190,000 active | AID 1214, 2008 | activation factor at 20 µM;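 active means activation factor of 2 or more at 20 µM, relative to plate controls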
L major viab = Leishmania major promastigote growth inhibition, primary screen; Leishmania major promastigotes, resazurin fluorescence viability; inhibition, % at 10 µM; 9% of 200,000 active; in the data active means inhibition above about 50%;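 further: promastigotes grown with compound for 44 hours at 28 °C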
The depositor's hits bear a star.

Start of the data: the first two records as a preview:
SMILES	TNAP act hi DEA	Diaphorase inh	bIAP inhibitor	TNAP inh noacc	Diaph act CS	PMI act satM6P	TNAP inh hi DEA	bIAP activator	PMI activator	L major viab
c1ccc(-c2noc(CSc3nnnn3C3CCCCC3)n2)cc1	1.1	-2.3	13.7	-6.8	1	1	-6.2	0.9	1	-2.3
Cc1cc(NC(=O)CCl)n(-c2nc3ccccc3s2)n1	1	18.6	-13.6	-15.9	0.8	0.9	-0.7	1.1	1	6.6

Results, from the start:
SMILES	TNAP act hi DEA	Diaphorase inh	bIAP inhibitor	TNAP inh noacc	Diaph act CS	PMI act satM6P	TNAP inh hi DEA	bIAP activator	PMI activator	L major viab
c1ccc(-c2noc(CSc3nnnn3C3CCCCC3)n2)cc1	1.1	-2.3	13.7	-6.8	1	1	-6.2	0.9	1	-2.3
Cc1cc(NC(=O)CCl)n(-c2nc3ccccc3s2)n1	1	18.6	-13.6	-15.9	0.8	0.9	-0.7	1.1	1	6.6
C/C(Cn1nc([N+](=O)[O-])cc1C)=N\NC(=O)c1cccc(Br)c1	1	6.3	11.0	2.3	0.9	0.9	1.2	0.9	0.9	85.8*
CCOc1ccccc1C1NC(=O)NC(C)=C1C(=O)OC1CCCCC1 (configuration not stated)	1	17.0	13.1	7.4	0.8	0.9	-3.6	0.9	0.9	18.3
C/C(=N\NC(=O)C1(C)CC1(Br)Br)c1ccc(NC(=O)c2ccc(C)o2)cc1 (configuration not stated)	1	16.3	2.5	0.9	0.8	1	-4.8	1	1	5.0
C[C@H](C(=O)C=[N+]=[N-])N1C(=O)c2ccccc2C1=O	1	20.7	2.3	-2.3	0.8	0.8	-1.7	1	1	-2.2
Cc1cccc(OCCCn2c(=O)oc3ccc(C)cc32)c1	1.1	20.5	16.9	-11.3	0.8	0.9	-7.6	0.8	0.9	-1.5
CC1=CC(C)(C)N2C(=O)C(=O)c3cc(OC(=O)c4ccco4)cc1c32	1	8.5	-11.9	14.2	0.9	0.7	1.1	1.1	0.8	36.5
CC(C)(C)n1c(=O)[nH]c2c(c1=O)CCC2	1	12.4	9.7	-1.9	0.9	1.1	-4.8	0.9	1.2	0.0
Cc1ccc(S(=O)(=O)NCc2ccc(C(=O)N(C)CCC#N)cc2)cc1	1	16.3	-0.1	-7.7	0.8	1	-2.3	1	1	-0.3
O=C(NC(=S)N1CCN(C/C=C/c2ccccc2)CC1)c1c(F)cccc1F	1	19.4	20.4	-4.9	0.8	0.9	-2.8	0.8	0.9	-2.0
CCOC(=O)C1(CCCc2ccccc2)CCN(C(=O)CCC2=NNC(=O)CC2)CC1	1	-2.9	-10.8	-5.8	1	1	-3.2	1.1	0.9	0.4
COc1ccc(C(=O)NNC(=O)C2CCN(S(=O)(=O)c3ccc(C)cc3)CC2)cc1	1	10.1	7.8	-24.0	0.9	1	-0.8	0.9	1	22.5
O=CN1CCN(c2ncnc3c2nnn3Cc2c(F)cccc2Cl)CC1	1.1	23.4	5.3	-8.7	0.8	1	-7.3	0.9	0.9	6.2
Nc1nc(Cl)nc2ccc(Br)cc12	1.1	16.9	12.2	-7.1	0.8	1	-5.5	0.9	0.9	7.9
COCC(C)n1c(SCc2nc3ccccc3c(=O)[nH]2)nc2ccccc2c1=O (configuration not stated)	1	15.0	-6.4	-11.2	0.8	1	-3.3	1.1	1	7.0
Cc1ccccc1CC1(CO)CCCN(C(=O)c2cccc(Cl)c2)C1 (configuration not stated)	1.1	11.0	1.4	-7.6	0.9	1	-8.1	1	1	-0.4
CCc1c(C#N)c(SCCC(=O)Nc2ccc(OC)cc2)nc2c1C(=O)CC(C)(C)C2	1	26.7	13.0	-5.7	0.7	1	0.0	0.9	0.9	26.2
O=C(CCN1C(=O)/C(=C/c2cccs2)SC1=S)NC1=NCCS1	1	-2.6	0.4	9.3	1	1	3.3	1	0.9	-8.3
CC(C)(C)OC(=O)N/N=C\c1cccnc1	1	5.5	-6.4	-7.4	0.9	1	-3.5	1.1	1.1	-5.9
Cc1cc(C)c2[nH]c(=O)c(CN(CC3CCCO3)C(=O)C3CCCO3)cc2c1 (configuration not stated)	1.1	1.0	-4.0	-14.8	1	1	-5.8	1	1	-7.3
COC(=O)c1cn(CCOc2ccccc2)c2ccccc12	1	19.3	16.9	-5.4	0.8	0.8	-0.4	0.8	0.8	3.8
O=C(Oc1ccccc1)c1cc2ccccc2o1	1	11.2	2.6	-3.6	0.9	0.9	-1.8	1	1	-3.1
CN1C(=O)c2cccc(NC(=O)CCc3ccccc3)c2C1=O	1.1	20.5	1.4	-13.0	0.8	1	-6.4	1	0.9	-3.1
COc1cc(/C=C/c2nc3ccccc3s2)cc(OC)c1O	0.8	35.6	12.6	12.1	0.6	0.7	18.3	0.9	0.8	-7.7
Cc1ccc(C(C)C)c(OCc2nnc3n2CCCCC3)c1	1	5.3	-4.3	-7.0	0.9	1	-2.6	1	1	21.8
CCOC(=O)C1=C(C)N(c2ccccc2)C(=O)C1CC(=O)O (configuration not stated)	1.1	12.3	10.3	-12.4	0.9	1.1	-7.3	0.9	1.1	8.0
Cn1c(=O)c2c(nc(Oc3ccc4c(c3)OCO4)n2Cc2ccc(F)cc2)n(C)c1=O	1	12.2	9.4	-1.5	0.9	0.9	-1.8	0.9	0.9	-3.4
O=C(CCCNS(=O)(=O)c1cccs1)N1CCN(c2cccc(Cl)c2)CC1	1	18.5	-4.8	-8.5	0.8	0.9	-1.4	1	0.8	-10.1
CC(=O)Nc1ccc(NC(=O)COc2c(C)cc(Br)cc2C)cc1	1.1	8.0	-1.8	-10.6	0.9	0.9	-6.0	1	0.9	1.6
CCCn1nnc(NC(=S)NC(=O)CC)n1	1.1	24.3	15.7	-11.5	0.8	0.9	-9.0	0.8	0.9	-12.6
CCOc1ccc(CC(=O)OCn2nnc3ccccc3c2=O)cc1	1	3.9	-12.7	-11.0	1	1	-0.5	1.1	1.1	-4.2
COc1cc(C(=O)Nc2ccc(N(C)C)cc2)cc(OC)c1OC	1	9.7	9.7	-4.7	0.9	0.8	2.4	0.9	0.9	0.9
CCn1c(C)nc2cc(C(=O)N/N=C(\C)c3ccc(N4CCOCC4)cc3)ccc21	1	1.0	-29.1	-16.8	1	1	-1.0	1.3	1	2.3
COc1ccc(-c2cc(C(=O)NCc3cccnc3)no2)cc1OC	1	7.3	13.4	-10.0	0.9	0.9	-4.0	0.9	0.9	0.6
CCOC(=O)C1CCCN(c2ncnc3c2[nH]c2cccc(OC)c23)C1 (configuration not stated)	1.1	12.4	-28.0	-9.8	0.9	1	-6.5	1.3	0.9	75.9*
N#C/C(=C\c1cccs1)C(=O)NCc1cccnc1	1	6.3	22.0	1.0	0.9	1	1.2	0.8	0.9	3.8
O=c1[nH][nH]c2nc(C(F)(F)F)cc(C(F)(F)F)c12	1	6.2	16.4	-0.4	0.9	1	4.3	0.8	0.9	-8.8
CCCCn1c(N)c(N(CCOC)C(=O)CCc2ccc(OC)cc2)c(=O)[nH]c1=O	1	-0.5	22.2	-15.4	1	1.1	1.6	0.8	1	-6.7
C=CC[N+](C)(C)CC(=O)OCc1ccccc1	1	13.6	7.5	-5.4	0.9	0.9	-1.0	0.9	1.1	40.9
c1ccc2c(c1)ncn2CCC1CCCCC1	1	5.1	15.0	-1.7	0.9	1	3.0	0.8	0.9	0.8
O=C(Cc1ccc(S(=O)(=O)N2CCOCC2)s1)Nc1ccc2c(c1)CCC2	1.1	21.1	2.1	-17.8	0.8	1	-7.2	1	1	2.3
Cc1c([N+](=O)[O-])c(C(=O)N2CCCC2)nn1C	1	8.8	1.6	-8.4	0.9	0.9	-2.3	1	0.9	-5.3
COc1ccc2oc(=O)c(C(=O)N3c4ccccc4CC3C)cc2c1 (configuration not stated)	1.1	9.9	3.6	-15.2	0.9	1	-10.1	1	1	13.8
CCn1ncc(CN2CCN(Cc3ccc(OC)c(C)c3C)C(CCO)C2)c1C (configuration not stated)	1.1	-4.3	-16.7	-5.1	1	1.1	-5.0	1.2	1	5.1
O=C(N1CCN(c2ccccc2F)CC1)C12CC3CC(CC(C3)C1)C2	1	8.5	-0.2	-5.9	0.9	0.9	0.5	1	0.9	10.4
Cc1ccc(Nc2nnc(-c3ccncc3)s2)c(Br)c1	1	0.8	20.8	-43.1	1	1.1	-2.9	0.8	1	15.0
CCCCNC(=O)CS(=O)Cc1nc(-c2cccs2)oc1C (configuration not stated)	1.1	25.0	3.1	-14.4	0.8	1	-8.1	1	1	-1.9
O=C(NNC(=O)c1cccnc1SCc1cccc([N+](=O)[O-])c1)c1ccc(F)cc1	1	14.5	17.3	-84.1	0.9	1	0.7	0.8	0.9	-9.9
CC(Oc1ccc2c(-c3ccccc3)cc(=O)oc2c1)C(=O)O (configuration not stated)	1	22.4	9.2	-9.2	0.8	0.9	-1.5	0.9	0.9	-3.0
CN(C)CCCN(C(=O)CCc1ccccc1)c1nc2ccc(F)cc2s1	1	5.7	-14.2	-6.8	0.9	0.9	-0.7	1.1	1	48.2
Cc1cccc(C)c1OCCCCc1c(C)n[nH]c1C	1	9.8	17.9	-1.1	0.9	1	3.2	0.8	0.9	8.6

Nothing new here: five of the compounds above.
SMILES	TNAP act hi DEA	Diaphorase inh	bIAP inhibitor	TNAP inh noacc	Diaph act CS	PMI act satM6P	TNAP inh hi DEA	bIAP activator	PMI activator	L major viab
CCn1ncc(CN2CCN(Cc3ccc(OC)c(C)c3C)C(CCO)C2)c1C (configuration not stated)	1.1	-4.3	-16.7	-5.1	1	1.1	-5.0	1.2	1	5.1
O=C(N1CCN(c2ccccc2F)CC1)C12CC3CC(CC(C3)C1)C2	1	8.5	-0.2	-5.9	0.9	0.9	0.5	1	0.9	10.4
Cc1ccc(Nc2nnc(-c3ccncc3)s2)c(Br)c1	1	0.8	20.8	-43.1	1	1.1	-2.9	0.8	1	15.0
CCCCNC(=O)CS(=O)Cc1nc(-c2cccs2)oc1C (configuration not stated)	1.1	25.0	3.1	-14.4	0.8	1	-8.1	1	1	-1.9
O=C(NNC(=O)c1cccnc1SCc1cccc([N+](=O)[O-])c1)c1ccc(F)cc1	1	14.5	17.3	-84.1	0.9	1	0.7	0.8	0.9	-9.9

Screens from PubChem BioAssay.
